Source: PubChem (Small Molecule Screening Facility, UW Madison)
PriA SSB inh: blocks PriA binding to SSB C-terminal tail | AlphaScreen SSBct-PriA binding, biotinylated peptide | inhibition, % at 33 µM | 430,000 compounds, 0.6% hits | AID 1272365; in the data active = inhibition mostly above about 37%, no sharp cut-off; inactive = mostly below about 20%;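 also: plate controls were negative control peptide for no effect and reference peptide for full effect; strong numbers were not always called active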
* hit, by the source's call; & = joins results of further samples.

Start of the data: the first 3 records, to show the layout:
SMILES	PriA SSB inh
CSC1CC2CCC(C1)N2C(=O)c1ccc(NC(C)=O)cc1 (stereo not drawn)	-14
Cc1cc(C)n(-c2ccc(N3CCN(C(=O)COc4ccccc4)CC3)nn2)n1	1
O=C(NCCC(O)C1CC1)Nc1ccc(F)cc1 (stereo not drawn)	6

Results (from the top)
SMILES	PriA SSB inh
CSC1CC2CCC(C1)N2C(=O)c1ccc(NC(C)=O)cc1 (stereo not drawn)	-14
Cc1cc(C)n(-c2ccc(N3CCN(C(=O)COc4ccccc4)CC3)nn2)n1	1
O=C(NCCC(O)C1CC1)Nc1ccc(F)cc1 (stereo not drawn)	6
CC1(C)CC(=O)C(=C(O)c2ccccc2)C(=NCCc2ccccc2)C1	-17
Cc1ccc(NN=C2CCCNC2=O)cc1	8
C#CCn1c(=NC(=O)c2ccn(C)n2)sc2cc(OCC)ccc21	-7
CC(=O)N1CCc2ccc(NC(=O)c3cccc(C(F)(F)F)c3)cc21	-3
COc1cc(C=NNC(=O)CN2CCCCC2)ccc1OCc1ccc(Br)cc1	-15
Cc1ccccc1CSc1ccc2nnc(-c3cccs3)n2n1	-5
Cn1nnn(-c2ccc(NC(=O)Nc3ccc(C(C)(C)C)cc3)cc2)c1=O	-5
Cc1ccnc(NS(=O)(=O)c2ccc(NS(=O)(=O)c3ccc(CC(C)C)cc3)cc2)n1	-2
Cc1nc2nc(-c3cc(Cl)ccc3O)cc(C(=O)O)c2[nH]1	5

A draw from above in order of length of the SMILES, high to low:
SMILES	PriA SSB inh
Cc1cc(C)n(-c2ccc(N3CCN(C(=O)COc4ccccc4)CC3)nn2)n1	1
C#CCn1c(=NC(=O)c2ccn(C)n2)sc2cc(OCC)ccc21	-7
Cc1ccc(NN=C2CCCNC2=O)cc1	8

(listing goes on)
SMILES	PriA SSB inh
CN(c1ccc([N+](=O)[O-])cc1C=NNC(=O)COc1ccccc1)C1CCCCC1	2
O=C(COc1ccc(Cl)cc1)NCCn1ncc2c(=O)n(Cc3cccc([N+](=O)[O-])c3)cnc21	-3
O=C(CCc1nc2sc3c(c2c(=O)[nH]1)CCCCC3)Nc1cccc(F)c1	4
CO[C@@H](CNC(=O)CSCc1ccccc1)c1ccccc1C	-16
CN(C)C=Nc1nc(-c2ccc3c(c2)OCO3)cs1	14&20
Nc1nc(SCC(=O)c2ccccc2)[nH]c(=O)c1NC(=O)c1ccccc1F	7
CN(C)CC#CCNC(=O)C(c1ccccc1)c1ccccc1	0
O=C(NCCOc1cccc2cccnc12)c1c(F)cccc1F	0
CC(C)c1ccc(C2C(=C(O)c3ccc4c(c3)OCCO4)C(=O)C(=O)N2CCN2CCOCC2)cc1 (stereo not drawn)	3
O=[N+]([O-])c1ccc(NN=Cc2cn(-c3ccccc3)nc2-c2ccccc2)cc1	-6
Cc1cccc(-c2noc(-c3cc(-c4ccccc4C)n[nH]3)n2)c1	0
CC(C)C(=O)Nc1ccc(C(=O)NN=CC2CC3C=CC2C3)cc1 (stereo not drawn)	-4
COc1ccc(Oc2coc3cc(OCc4ccccc4C)ccc3c2=O)cc1	-7
O=C(Cc1cccs1)NCCNC(=O)c1ccc(NC(=O)C2CC2)cc1	-16
CC12CCCCC1CCC1C2CCC2(C)C1CCC2(C)O (stereo not drawn)	9
O=C(O)CCC(=O)N1N=C(c2c(-c3ccccc3)c3cc(Cl)ccc3[nH]c2=O)CC1c1ccc(Cl)cc1Cl (stereo not drawn)	8
O=C(CN1CCN(C[C@H](O)c2ccco2)CC1)Nc1nccs1	0
Cc1cc(F)ccc1S(=O)(=O)N1CCCC[C@@H]1CCNC(=O)C(=O)NCCc1ccco1	-6
CCc1n[nH]c(=S)n1N=Cc1cc(OC)cc([N+](=O)[O-])c1O	-15
CCn1ccc(C(=O)Nc2ccc(S(N)(=O)=O)cc2)n1	-11
O=C(NN=Cc1ccncc1)c1cccs1	-8
COc1cc2c(cc1OC)C(NC(=O)C(F)(F)F)CC2=NO (stereo not drawn)	-4
COc1cccc(CNC(=O)C(=O)Nc2ccc(F)c(Cl)c2)c1	-1
OC(COc1cccc2ccccc12)CN1CCN(c2ccc(F)cc2)CC1 (stereo not drawn)	-4

6 records drawn at random from those above:
SMILES	PriA SSB inh
CCn1ccc(C(=O)Nc2ccc(S(N)(=O)=O)cc2)n1	-11
O=C(CN1CCN(C[C@H](O)c2ccco2)CC1)Nc1nccs1	0
COc1cccc(CNC(=O)C(=O)Nc2ccc(F)c(Cl)c2)c1	-1
Cc1cc(F)ccc1S(=O)(=O)N1CCCC[C@@H]1CCNC(=O)C(=O)NCCc1ccco1	-6
OC(COc1cccc2ccccc12)CN1CCN(c2ccc(F)cc2)CC1 (stereo not drawn)	-4
COc1ccc(Oc2coc3cc(OCc4ccccc4C)ccc3c2=O)cc1	-7

Following part.
SMILES	PriA SSB inh
Cc1[nH]n(-c2ccccc2)c(=O)c1C=NNC(=O)c1cccc([N+](=O)[O-])c1	11
O=C(Nc1nc2c(s1)CN(S(=O)(=O)C1CC1)CC2)c1cc(-c2ccccc2)on1	-1
Cc1ccccc1NC(=O)N1CCCC(Cc2nc(-c3ccccc3C)no2)C1 (stereo not drawn)	-5
CNc1nn(CC(=O)Nc2ccc(C(=O)OC)cc2)c(N)c1-c1nc(-c2ccc(C)cc2)no1	-52&8
O=C(COc1ncccn1)Nc1ccncc1	14
CC(=NNC(=S)Nc1ccc(C)cc1)c1cc2ccccc2o1	38*
Fc1cc(F)c2nc(NCc3ccccc3)sc2c1	4
CN(CC(=O)O)S(C)(=O)=O	-5
COc1ccc(NC(=O)C(=O)NC2CC2)cc1OC	-16
CCOC(=O)NCCn1ccc(-c2ccsc2)n1	1
Fc1ccc(CN2CCC(c3cccs3)CC2)cc1	-8
Cc1ccc(C)c(C(O)=C2C(=O)C(=O)N(CCCn3ccnc3)C2c2ccncc2)c1 (stereo not drawn)	-2
O=C(NCC1CCN(C(=O)c2ccoc2)CC1)c1ccc(-c2ccsc2)cc1	7
CCOc1nn(CC)cc1C(=O)NC1CCCCC1	-7
CCC/C(=N/Nc1nc2c(c(=O)[nH]c(=O)n2C)n1CC(C)O)c1ccccc1 (stereo not drawn)	-1
Nc1sc(SCC(=O)NC2CC2)nc1-c1ccccc1	28
O=C(CSc1nc2ccccc2c(=O)n1CCc1ccccc1)c1ccc(Cl)cc1	-23
CCCOc1cc(N2CCN(S(=O)(=O)c3cccc(F)c3)CC2)nc(C)n1	-4
COC(=O)CN1CCC(COCc2cc(OC)cc(OC)c2)CC1	1
CC(C)(C)C(=O)N1CCc2ccc(NC(=O)Cc3cccs3)cc21	4
O=C(c1ccncc1)N1CCC(CNS(=O)(=O)c2ccccc2Br)CC1	2
COCCOC(=O)C1=C(C)NC(SC)=C(C#N)C1c1ccccc1Cl (stereo not drawn)	-10
CCn1nnc2c(=O)n(Cc3ccccn3)cnc21	-15
Cc1cccc(NC(=O)CN2CCN(Cc3nc4ccccc4[nH]3)CC2)c1C	-1
O=C(Cc1csc(Nc2ccc(F)cc2)n1)N1CCCC1	-13
CC(=NNc1ccc(C#N)cc1[N+](=O)[O-])c1ccc(C)o1	3
O=C(CCCn1nc(-c2ccc(Cl)cc2)ccc1=O)Nc1ccccc1F	-6
COc1ncc(NS(=O)(=O)c2cccc(C)c2)c(OC)n1	-10
CCOC(=O)NC(C#N)=C(Cl)Cl	8
CCOc1ccccc1NC(=O)C(=O)NCC(c1ccc2c(c1)CCN2C)N(C)C (stereo not drawn)	42
C=CCn1c(=O)c2ccc(C(=O)NCc3ccccc3)cc2n(CC(=O)Nc2ccc(Br)cc2)c1=O	-7
COc1ccc(-c2cn3c(C(=O)N4CCN(C/C=C/c5ccccc5)CC4)csc3n2)cc1	-19&28
O=C(Nc1ccc(I)cc1)N1CCCCC1	9
C[C@@H](Cc1ccoc1)NC(=O)c1ccc(Br)o1	3
Cc1ccc(C)c(-n2c(CNC(=O)c3ccccc3C(F)(F)F)nnc2SCC(=O)Nc2nnc(C)s2)c1	-15
O=C(COc1ccc2c(c1)OCO2)N1CCN(c2ccc3nncn3n2)CC1	-14
C1=C(c2ccccc2)SC(c2ccccc2)=CC1=C1C=C(c2ccccc2)SC(c2ccccc2)=C1	-3
O=c1[nH]cnc2ncccc12	-14&-13
CCOc1ccc(NC(=O)/C(=C\c2ccc(OC)c(OC)c2)NC(C)=O)cc1	-9
O=C(c1ccc(Br)o1)N1CCc2ncncc2C1	-5
O=C(Nc1cc(Cl)cc(Cl)c1)c1ccc(S(=O)(=O)N2CCCCCC2)cc1	-2
Cc1nc2sc(C)c(C)n2c(=O)c1NC(=O)c1c(F)cccc1Cl	9
NC(=NOC(=O)c1cccc(Cl)c1)c1ccccn1	4
O=C(NN=Cc1ccc(O)c([N+](=O)[O-])c1)c1ccccc1-n1cccc1	-4
CS(=O)(=O)N1CCN(C(=O)Cc2csc(Nc3cccc(C(F)(F)F)c3)n2)CC1	9
Cc1cc(C(=O)N2CCN(c3nc4ccccc4s3)CC2)no1	-2
Cc1ccc(C(=O)NN=Cc2c[nH]c3ccccc23)o1	9
Cn1c(=O)c2cc(C(=O)Nc3ccccc3F)sc2n(C)c1=O	3
O=C(NCc1ccccn1)c1sccc1S(=O)(=O)N1CCN(c2cccc(Cl)c2)CC1	3
CCOC(=O)c1c(NC(=O)c2ccc([N+](=O)[O-])o2)sc2c1CCN(C(C)=O)C2	-2
CCN1CCN(CC(=O)N2N=C(c3cccs3)C[C@H]2c2ccc(C)cc2)C(=O)C1=O	-8
O=C(C(Cl)C(F)(F)F)N1CCCCC1 (stereo not drawn)	3
O=C(NCCn1ncc2c(=O)n(Cc3ccccc3F)cnc21)c1ccc([N+](=O)[O-])o1	6
COC(=O)c1ccc(NC(=O)C(Br)C(Br)c2ccccc2)cc1 (stereo not drawn)	-2
CCc1cc2c(=O)c(-c3cnn(-c4ccccc4)c3)c(C)oc2cc1O	-5
Cc1cccc(NC(=O)c2sc(-c3ccccc3)nc2C)c1	-14
Clc1ccc(SCc2nc3ccc(Cl)cn3c2Br)cc1	0
Cn1nc2c(c1NC(=O)CCCSc1ccc(F)cc1)CCC2	4
COc1ccc(NC(=O)CCNS(=O)(=O)c2ccc(C)c(N(C)S(C)(=O)=O)c2C)cc1	-7
O=c1ccc(-c2ccncc2)nn1CCNS(=O)(=O)c1ccc(F)cc1	-13
More records follow:
SMILES	PriA SSB inh
Cc1ccc(Oc2ncccc2C=NOCc2ccc(Cl)cc2Cl)cc1	-21
Cc1ccc(C(=O)ON=Cc2ccc3c(c2)OCO3)cc1	-3
COc1ccc(C=NN=C2CC3CCC2(C)C3(C)C)cc1O (stereo not drawn)	5
CC(Nc1ncnc2c1cnn2C)C1CC2CCC1C2 (stereo not drawn)	-7
CCOC(=O)Cc1csc(NC(=O)CSc2nnc(CCc3nc4ccccc4[nH]3)o2)n1	3
COc1ccc(CCNC(=O)N(CCc2cccs2)Cc2ccco2)cc1	-3
O=c1[nH]c2scc(-c3ccccc3)c2c(=O)n1-c1cccc(Cl)c1	-18
CN1CC[C@H](NCc2ccccn2)C1=O	-6
O=C(CNC(=O)c1ccccc1)NN=C/C=C/c1ccccc1	-2
Cc1ccc(Nc2nc(NCCc3ccccc3)nc3nccnc23)cc1Cl	-6
COC(=O)Cn1c(=NC(=O)c2ccc(C)cc2)sc2cc3c(cc21)OCO3	6
COc1cncc(O[C@H]2CCN(S(=O)(=O)c3cn(C)cn3)C2)n1	-7

A stretch from further up, for reference:
SMILES	PriA SSB inh
Cc1nc2nc(-c3cc(Cl)ccc3O)cc(C(=O)O)c2[nH]1	5
CN(c1ccc([N+](=O)[O-])cc1C=NNC(=O)COc1ccccc1)C1CCCCC1	2

Later entries:
SMILES	PriA SSB inh
CCOC(=O)C(/C=C(\C#N)C(=O)OCC)=C(N)N1CCN(c2ccc(Cl)cc2)CC1	5
COc1cccc(NC(=O)c2cnc(SCC(=O)Nc3nc4ccccc4s3)n(C)c2=O)c1	9
O=C(NCc1ccc2c(c1)OCO2)N1CCCC(Cc2nc(-c3ccccc3F)no2)C1 (stereo not drawn)	-13
CCOc1ncccc1CNC(=O)c1coc(NC(=O)c2ccncc2)n1	-8
O=C1CCc2cc(S(=O)(=O)NCc3ccco3)cc3c2N1CCC3	-17
CC(C)=CCC/C(C)=C/C=NNC(=O)c1cccc([N+](=O)[O-])c1	8
Cc1ccc(NC(=O)Cc2cc(=O)[nH]c(SCc3ccc(F)cc3)n2)cc1C	-8&-3
CC(=NNC(=O)c1ccc(Br)s1)c1cccnc1	4
C=CCc1ccc(OCC(O)CN2CCC(CN3C(=O)c4cccc5cccc(c45)C3=O)CC2)c(OC)c1 (stereo not drawn)	4
O=C(c1c(F)cccc1Cl)N(Cc1ccccn1)Cc1ccco1	-11
COc1ccc(-c2coc3cc(Nc4ccc(C)cc4)cc(C)c3c2=O)cc1	-10
O=C(NCC1CCCO1)c1n[nH]nc1-c1ccc(F)cc1 (stereo not drawn)	-13
CC(CC(=O)Nc1ccc(N(C)C)cc1)=NNC(=O)c1ccc(C(C)(C)C)cc1	15
Cc1cc(C(=O)NCCc2nc3c(c(C(F)(F)F)n2)COCC3)c(C)o1	16
CCOC(=O)c1sc2nc(NC(=O)c3ccc(S(C)(=O)=O)cc3)sc2c1C	-1&-11
Cn1cc(S(=O)(=O)NCC(C)(O)c2cc3ccccc3s2)cn1 (stereo not drawn)	3
CC(Oc1ccc2c(c1)OCO2)C(=O)NCCn1ncccc1=O (stereo not drawn)	-6
Cc1c(NC(=O)c2ccc(Cl)c(S(=O)(=O)N3CCCC3)c2)c(=O)n(-c2ccccc2)n1C	7
Cc1ccc(C(CNC(=O)c2ccco2)N(C)C)cc1 (stereo not drawn)	6
O=C(Nc1ccc2c(c1)N(C(=O)C1CCCC1)CC2)c1c(F)cccc1F	3
COC(=O)c1ccc(CN2CC(c3nc(-c4ccco4)no3)C2)o1	3
COc1cc(C=NNS(=O)(=O)c2ccc(C)cc2)ccc1OCc1cccc(C(=O)O)c1	-3

An excerpt; rates above refer to the full screens.
